High-throughput results (PubChem BioAssay)
MCF10A rerep: inducers of DNA re-replication in MCF 10A breast cells; MCF 10A DNA re-replication, Hoechst nuclear intensity, 48 h; actives 2.9% (n = 350,000); Potency, µM (titrated, usually from 46.1 µM), for the others: at the highest dose activity, positive = re-replication, hits mostly activators; also: potency is read from the fitted curve at half-maximal effect; % of control where 0% means no effect; nearly all actives have a fitted effect of over 50% in size
S2 tox: viability counter-screen for ATXN expression inhibitors | S2 cells (HEK-293 line with an ATXN2-luciferase reporter) viability, CellTiter-Fluor protease fluorescence, 24 h | Potency, µM (doses to about 56.7 µM), most hits filed as cytotoxic | actives 0.49% (n = 400,000); also: potency is read from the fitted curve at half-maximal effect; nearly all actives have a fitted effect of over 40% in size
IL-1B inflam inh: inhibitors of inflammasome signaling (IL-1 beta secretion) | THP-1 LPS/ATP IL-1B secretion, AlphaLISA, 16 h; active compounds read low | actives 4.7% (n = 360,000) | activity change, % at 57.5 µM | AID 743279; in the data active = activity change below about -50%; inconclusive = mostly about -30% to -49%; also: % is scaled to controls: 0 for no effect and ±100 for the full control effect
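THP-1 cells pretreated 1 hr with compounds (up to 57.5 uM final), then stimulated with LPS (250 ng/mL final) plus ATP (1.25 mM final); secreted IL-1B measured by AlphaLISA after 16 hr, decreased signal indicating inhibition.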
HT1080-NT tox: kills 2HG-producing HT-1080-NT fibrosarcoma cells; AID 686970; HT-1080-NT fibrosarcoma viability, CellTiter-Glo ATP luminescence, 48 h; actives 1.6% (n = 360,000); Potency, µM (highest dose often 46.1 µM), for inactives: at the top dose activity, negative = less viability, hits mostly cytotoxic;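 also: NT is the 2HG producing partner of a matched IDH1 knockdown line; potency is read from the fitted curve at half-maximal effect; 0% = DMSO-treated cells and -100% = media-only wells without cells; nearly all actives have a fitted effect of over 55% in size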
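Luminescent CellTiter-Glo readout after 48 hours of compound exposure at 37 degrees C defined viability of HT-1080-NT cells. Activity was normalized to DMSO wells and cell-free media wells; concentration-response curves were fitted and assigned curve classes.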
ATXN2 expr inh: inhibitors of ATXN2 expression; actives 0.72% (n = 360,000); HEK-293 ATXN2-luciferase reporter, luminescence, 24 h; Potency, µM (series often up to 57 µM), for inactives: at the top dose activity change, negative = inhibition, usual class: inhibitors; also: potency is read from the fitted curve at half-maximal effect; % is scaled to controls: 0 for no effect and ±100 for the full control effect; nearly all actives have a fitted effect of over 55% in size
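qHTS (up to 57 uM final) was run with 24 h compound exposure of reporter cells at 37 °C. Each well was multiplexed: SteadyGlo luminescence measured ATXN2-luciferase expression after a fluorogenic Gly-Phe-AFC viability readout (25 uM final).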
KB-V1 cytotox: KB-V1 MDR subline cytotoxicity; KB-V1 MDR cells viability, CellTiter-Glo, 72 h; Potency, µM (highest dose often 46.1 µM), without a hit: at the highest dose activity change, negative = cytotoxicity, most hits filed as cytotoxic; actives 3.4% (n = 400,000); also: potency is read from the fitted curve at half-maximal effect; % is scaled to controls: 0 for no effect and ±100 for the full control effect; nearly all actives have a fitted effect of over 60% in size
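Following 72 h at 37 degrees C with compound, KB-V1 cell viability was read by CellTiter-Glo luminescence, medium being phenol-red-free DMEM plus 10% FBS; concentration-response parameters came from normalized, curve-fitted qHTS data.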
HT1080 IDH1KD tx: kills HT-1080 cells with IDH1 knockdown; HT-1080 IDH1 knockdown viability, ATP luminescence, 48 h; Potency, µM (titrated, usually from 46.1 µM), for the others: top-dose activity, negative = toxicity, actives largely listed as cytotoxic; actives 2% (n = 360,000);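 also: potency is read from the fitted curve at half-maximal effect; 0% = DMSO wells and -100% = cell-free medium wells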
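CellTiter-Glo luminescence after 48 h compound exposure at 37 degrees C of IDH1-knockdown HT-1080 cells in 5% FBS RPMI. %Activity scaled between DMSO wells and cell-free media wells, with curves fitted and assigned curve classes.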
KB-3-1 cytotox: kills parental KB-3-1 adenocarcinoma cells. KB-3-1 viability, CellTiter-Glo ATP luminescence, 72 h. Potency, µM (series often up to 46.1 µM), without a hit: at the highest dose activity change, negative = cytotoxic, hits mostly cytotoxic. actives 1.4% (n = 400,000). AID 1347075; also: potency is read from the fitted curve at half-maximal effect; % is scaled to controls: 0 for no effect and ±100 for the full control effect; nearly all actives have a fitted effect of over 60% in size
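KB-3-1 cells, DMEM (no phenol red) + 10% FBS; compound by pin transfer, 72 h, 37 °C. Readout: CellTiter-Glo luminescence after 10 min. Data normalized, curve-fitted.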
SW480 rerep: induces DNA re-replication in SW480 colon adenocarcinoma cells | SW480 DNA re-replication, Hoechst DNA content imaging, 48 h | Potency, µM (titrated, usually from 46.1 µM), without a hit: at the highest dose re-replication activation, usual class: activators | actives 1.8% (n = 340,000) | AID 624297; also: potency is read from the fitted curve at half-maximal effect; % of control where 0% means no effect; nearly all actives have a fitted effect of over 55% in size
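Image-based read-out: total Hoechst fluorescence of nuclei (405 nm excitation, 500-530 nm emission), with hits raising the fraction of high-intensity nuclei. SW480 colon cells incubated 48 hr with compounds at 37 C.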
Numbers without * were called inactive; i = inactive; ? = inconclusive; . = no result given; & = joins results of further samples; [ ] = remark or other dose. Unless noted, calls follow the shape of the dose curve; as a rule, active = well fitted curve in the direction sought with a large enough effect; inconclusive = small, poorly fitted or top-dose-only effect, or another doubt; inactive = no such curve, though single readings can be large; an effect the other way counts as inactive or inconclusive.

SMILES	MCF10A rerep	S2 tox	IL-1B inflam inh	HT1080-NT tox	ATXN2 expr inh	KB-V1 cytotox	HT1080 IDH1KD tx	KB-3-1 cytotox	SW480 rerep
O=C(CN1C(=O)c2cccc3cccc(c23)C1=O)N1CCOCC1	-1%	i	7	2%	9%	-23%	9%	0%	-1%
CC(C)c1ccc(CN2CCC(C)(Oc3ccc(Cl)cc3)C2)cc1 (stereo unspecified)	.	i	1	-1%	-11%	1%	3%	0%	.
CCOC(=O)N1CCC(NC(=O)c2ccc3c(c2)N=C(C)c2c(C)ccc(C)c2S3)CC1	23%	?	14	2.1µM*	.	5.2µM*	2.3µM*	2.1µM*	7.3µM*
COC(=O)c1ccc(S(=O)(=O)N2CCC(C(N)=O)CC2)n1C	0%	i	5	13%	14%	-13%	17%	-18%	-4%
Cc1ccc(-c2nc(N)nc(N)n2)c(C)c1	-4%	i	32	13%	5%	-11%	8%	0%	6%
CN(CC(=O)Nc1ccc(Cl)cc1)C(=O)C1=COCCO1	0%	?	9	-2%	-3%	0%	6%	0%	-2%
O=C(Nc1ccccc1-c1ccccc1)c1cccc([N+](=O)[O-])c1	8%	i	-18	-11%	15%	?	-10%	-1%	9%
Cc1ccc(C2NC(=O)c3ccccc3N2)s1 (stereo unspecified)	?	i	22	?	35%[activator]	7.3µM*	15µM*	4.6µM*	21µM*
O=C(c1ccccc1)c1cccn1CC(=O)N1CCN(c2ccc(F)cc2)CC1	12%	i	-7	-8%	-5%	-6%	0%	8%	1%[9.22 µM]
CCOc1ccc(NC(=O)NNC(=O)C2CCC(C(C)(C)C)CC2)cc1 (stereo unspecified)	-6%	i	-14	13%	24%	3%	7%	8%	11%
CN(Cc1ccccc1)C(=O)c1ccc(NC(=O)Cc2ccc(NC(=O)C3CCCN(C(=O)CCc4ccccc4)C3)cc2)cc1 (stereo unspecified)	?	i	27	-2%	-13%	16%	-20%	?	9%[9.22 µM]
O=C(CN1C(=O)c2cccc([N+](=O)[O-])c2C1=O)N1CCN(c2ccc(F)cc2)CC1	-2%	i	-4	9%	-5%	13%	16%	9%	1%

Brought forward from above: two compounds, then new ones.
SMILES	MCF10A rerep	S2 tox	IL-1B inflam inh	HT1080-NT tox	ATXN2 expr inh	KB-V1 cytotox	HT1080 IDH1KD tx	KB-3-1 cytotox	SW480 rerep
CN(Cc1ccccc1)C(=O)c1ccc(NC(=O)Cc2ccc(NC(=O)C3CCCN(C(=O)CCc4ccccc4)C3)cc2)cc1 (stereo unspecified)	?	i	27	-2%	-13%	16%	-20%	?	9%[9.22 µM]
O=C(CN1C(=O)c2cccc([N+](=O)[O-])c2C1=O)N1CCN(c2ccc(F)cc2)CC1	-2%	i	-4	9%	-5%	13%	16%	9%	1%
CCN(C(=O)COC(=O)c1cccnc1Nc1cccc(C(F)(F)F)c1)C1CCS(=O)(=O)C1 (stereo unspecified)	1%	i	11	9%	-2%	8%	15%	2%	5%
NC(=O)c1cc(N2C(=O)C=CC2=O)ccc1Cl	18µM*	.	0	?	?	-2%	16µM*	-12%	?
O=C(c1cccc(F)c1)N(Cc1nc2ccccc2c(=O)[nH]1)C1CCCC1	6%	i	-6	-11%	.	?	-3%	4%	-4%
CCn1c2ccccc2c2nc3cc(S(=O)(=O)N4CCOCC4)ccc3nc21	23%	i	?	-17%	-12%	?	-18%	-12%	3%
COc1cc(SC)ccc1C(=O)NCCc1c[nH]c2ccccc12	?	i	-65*	-3%	28%	?	?	-12%	1%
CCC(=O)N1CCN(c2ccc(NC(=O)COc3cccc(C)c3C)cc2)CC1	15%	i	19	18%	-22%	-16%	-3%	-7%	1%
Cc1ccc(F)cc1NC(=O)CCOc1ccccc1	-1%	i	-19	0%	1%	0%	12%	-8%	-1%
CCCOc1ccc(/C(O)=C2/C(=O)C(=O)N(CCCOC)C2c2cccnc2)cc1 (stereo unspecified)	2%	?	18	14%	-3%	12%	3%	5%	-2%
O=C(COC(=O)/C=C/c1cccc(C(F)(F)F)c1)NCc1cccs1	?	i	-3	-4%	-4%	.	4%	.	-6%
CN1C(=O)Cc2cc(S(=O)(=O)N3CCN(c4cccc(C(F)(F)F)c4)CC3)ccc21	7%	i	9	?	-1%&-18%	10%&13%	-2%	-7%&-3%	-4%
COc1ccc(CN(C)c2ncnc3sccc23)c(OC)c1OC	?	i	-12	?	-37%	4.6µM*	?	8.2µM*	?
O=S(=O)(Nc1cccc(Oc2ccc(Cl)cc2)n1)c1ccc(F)cc1	?	i	-8	-3%	-11%	14%	?	-3%	?
Cc1cccc(NC(=O)CSc2nnc(CNC(=O)c3ccco3)n2C)c1	5%	i	18	5%	-9%	0%&-8%	3%	?	-1%
CCN1C[C@@H]2[C@@H]3C(=O)N(Cc4ccccc4)C(=O)[C@@H]3[C@](Cc3ccccc3)(C(=O)OC)N2C1=NCc1ccccc1	4%	i	-2	-1%	-10%	0%	-3%	0%	25%
O=C1NCCN1Cc1ccccc1	-16%	i	-2	10%	3%	?	4%	3%	-5%
FC(F)(F)c1ccccc1/C=N/n1c(C2CCCCC2)n[nH]c1=S	?	?	-14	-1%	.	-12%	10%	1%	0%
CC(=O)N1c2c(cc(Br)cc2S(=O)(=O)N2CCN(c3ccccc3)CC2)CC1C (stereo unspecified)	.	i	.	.	-12%	9%	.	-18%	.
O=C(CN=C1NS(=O)(=O)c2ccccc21)OCC(=O)c1ccccc1	-7%	i	-2	0%	-20%	-4%	17%	-7%	2%
O=C(O)c1ccc(NC2=C(Cl)C(=O)c3ccccc3C2=O)cc1	?	10µM*	10	-10%	4.5µM*	-2%	-16%	?	?
COC(=O)CN(c1nc(C)c(Cl)c(OC)n1)S(=O)(=O)c1ccc(C)cc1	-1%	i	-1	-1%	-20%	13µM*	0%	-25%	13%
COc1ccc(CNC(=O)c2cn(Cc3ccccc3F)c(=O)s2)cc1	.	i	-12	1%	-3%	?	-2%	17%	.
CN1CCN(C(CNS(=O)(=O)c2ccc(F)cc2)c2cccnc2)CC1 (stereo unspecified)	0%	?	17	23%	2%	13%	12%	8%	-1%
Cc1cc[n+](-c2nc([O-])sc2/C=N/Nc2ccc([N+](=O)[O-])cc2)cc1	?	i	-12	10%	-14%	-13%	1%	0%	-3%
O=C(O)c1ccc(CSc2nnc(-c3ccco3)n2-c2ccccc2)cc1	-15%	i	27	-1%	5%	15%	-8%	7%	3%
O=C(CNC(=O)c1ccccc1)OCCCOC(=O)CNC(=O)c1ccccc1	-1%	i	5	18%	3%	3%	21%	11%	-7%
CC(C)(C)c1cc(/C=C2\NC(=O)NC2=O)cc(C(C)(C)C)c1O	17%	?	27	?	-29%	1%	?	?	-4%
CC(=O)N(c1nc(CCl)cs1)c1ccc(C)cc1C	-3%	i	0	3%	.	?	6%	1%	0%
Clc1ccc2nc(-c3cccc(SC4CCCCC4)c3)c(NCc3ccccc3)n2c1	?	i	-24	0%	-10%	9%	0%	-4%	-2%[9.22 µM]
O=C(Nc1ccc(N2CCOCC2)c(S(=O)(=O)Nc2ccccc2Cl)c1)c1ccc(F)cc1	?	i	-56*	-5%	-26%	?	-15%	?	17%
COc1ccc(/C(C)=N/OCC(=O)Nc2nc3ccccc3s2)cc1	8%	i	-1	0%	-2%	?	0%	15%	3%
CCOc1ccc2c(c1)[C@@H]1C=CC[C@@H]1[C@H](c1ccccc1Cl)N2	.	i	.	.	-3%	-9%	.	-3%	.
CS(=O)(=O)N(CC(O)Cn1c2ccccc2c2ccccc21)c1cccc2ccccc12 (stereo unspecified)	16µM*	?	?	18µM*	?	?	21µM*	?	?
Cc1nn(-c2ccc(Cl)cc2)c2[nH]c(=O)c(CNCc3ccc4c(c3)OCO4)cc12	1%	?	-16	-13%	-13%	?	-1%	?	1%
Oc1cccc(CCC2CCCCN2Cc2cn[nH]c2-c2ccc3c(c2)OCO3)c1 (stereo unspecified)	-2%	i	-7	-18%	-1%[11.3 µM]	1%	-11%	0%	-9%
CCOc1ccc(CCNC(=O)COC(=O)c2cccc(OC)c2O)cc1OCC	-11%	i	-15	2%	0%	1%	-1%	-3%	-26%
Cc1ccc(C(C(=O)NC(C)(C)C)N(Cc2ccccc2)C(=O)c2snc(C(N)=O)c2N)o1 (stereo unspecified)	0%	i	-9	-1%	-24%[11.3 µM]	?	-7%	10%	-2%
C/C(=N/NS(=O)(=O)c1ccccc1)c1c[nH]c2ccccc12	12%	i	4	0%	3%	0%	0%	-3%	0%
CC(=O)Nc1ccc(NS(=O)(=O)c2cc([N+](=O)[O-])ccc2C)cc1	-7%	i	62	-11%	27%	7%	-11%	-3%	1%
CCN(CC)S(=O)(=O)c1ccc(OC)c(NC(=O)c2ccc(=O)[nH]c2)c1	4%	i	-9	13%	1%	-17%	-4%	-21%	0%
COc1ccc(-c2ccc(CCC(=O)O)n2NC(=O)c2cccs2)cc1	-2%	i	-15	-2%	5%	3%	0%	-12%	1%
Cc1cccc(N=C2NC(=O)/C(=C/c3cccs3)S2)c1	?	i	-8	-1%	4%	6%	-12%	15%	0%
CCOc1ccc(NC(=O)CN(C)C(=O)c2ccc(-c3ccc(C(C)=O)cc3)o2)cc1OCC	0%	i	-14	12%	57%[activator]	-12%	9%	2%	32%
COc1cc2c(cc1OC)CN(C(C)C(=O)Nc1ccc(NC(C)=O)cc1)CC2 (stereo unspecified)	-1%	i	-5	0%	3%	-4%	9%	12%	0%

Some of these compounds in order of the IL-1B inflam inh value, high to low:
SMILES	IL-1B inflam inh	SW480 rerep
C/C(=N/NS(=O)(=O)c1ccccc1)c1c[nH]c2ccccc12	4	0%
CCOc1ccc(NC(=O)CN(C)C(=O)c2ccc(-c3ccc(C(C)=O)cc3)o2)cc1OCC	-14	32%
COc1ccc(-c2ccc(CCC(=O)O)n2NC(=O)c2cccs2)cc1	-15	1%

The order is random, and some 11% of all compounds hit somewhere here.
